SRC3 TRFRET art: TR-FRET detection interference compounds, artefact control for PPARgamma SRC-3 recruitment agonists, biochemical, TR-FRET ratio. 99,000 tested, 0.39% active. TR-FRET ratio at 8 µM. TR-FRET artefact counter-screen, PPARgamma/SRC-3 format; active compounds read high. AID 1048, 2008; in the data active = TR-FRET ratio above about 2000; note: inactives centre near 1600
SRC1 TRFRET art: TR-FRET detection interference compounds, primary screen, artefact control for PPARgamma SRC-1 recruitment agonists, biochemical, TR-FRET emission ratio; TR-FRET detection artefact counter-screen; active compounds read high; TR-FRET ratio at 8 µM; 99,000 tested, 0.34% active; in the data active = TR-FRET ratio above about 2300; note: inactives centre near 1800
An asterisk follows results filed as active.

| smiles | SRC3 TRFRET art | SRC1 TRFRET art |
| --- | --- | --- |
| O=C(NCC(c1cccs1)N1CCOCC1)c1cc(-c2ccc(F)cc2)nc2ccccc12 (centres undefined) | 1413 | 1336 |
| Cc1[nH]n(-c2ccc(C(=O)O)cc2)c(=O)c1CCO | 1366 | 1690 |
| CC(C)N1CCc2c(sc(NC(=O)c3nc4ccccc4s3)c2C(N)=O)C1 | 1625 | 2170 |
| Cc1ccc(/C=N/NC(=O)CNC(=O)Cc2ccccc2)o1 | 1714 | 1818 |
| COc1cc(C(=O)N/N=C(\C)Cn2nc([N+](=O)[O-])cc2C)ccc1O | 1440 | 1693 |
| Cc1cccc2sc(NS(C)(=O)=O)nc12 | 1381 | 1888 |
| COc1ccc(OC)c(Nc2ccc(Nc3cc(OC)ccc3OC)nn2)c1 | 1463 | 1764 |
| CC(=O)N1CCN=C1SCc1ccc(Cl)cc1 | 1486 | 1668 |
| CCOc1cccc(/C=N/Nc2ccc(S(=O)(=O)N(CC)CC)cn2)c1O | 1261 | 1669 |
| C=CCOc1cc(OC)c(OC)c(OC)c1 | 1699 | 1793 |
| COc1ccc(Cc2noc(CN3CCN(c4ccc(Cl)cn4)CC3)n2)cc1OC | 1360 | 1917 |
| CCCn1c(-c2cccs2)nc2c1c(=O)[nH]c(=O)n2Cc1ccccc1 | 1599 | 1522 |
| Cc1nc2c(C#N)cnn2c2c1CCNN2C | 1618 | 1634 |
| CSc1ccccc1NC(=O)CN(c1cccc(C)c1)S(C)(=O)=O | 1581 | 2014 |
| COc1ccc(Cl)cc1C(=O)NNC(=O)C1COc2ccccc2O1 (centres undefined) | 1464 | 1595 |
| C=CCNC(=O)COc1ccc(N(C)S(=O)(=O)c2ccc(NC(C)=O)cc2)cc1 | 1466 | 1791 |
| COc1ccc(C(=O)Nc2cc(C)nn2-c2nc3ccccc3[nH]2)c(OC)c1 | 1605 | 1946 |
| O=C(CCC(=O)N1CCN(S(=O)(=O)c2ccc(Cl)cc2)CC1)Nc1cccc(Br)c1 | 1539 | 1898 |
| Cc1ccc2c(CC(=O)O)coc2c1C | 1700 | 1921 |
| O=c1[nH]c2ccc(Cl)cc2c(-c2ccccc2)c1N1CCOCC1 | 1795 | 1890 |
| COc1cccc(C(=O)NNc2nc(C)cc(C)n2)c1 | 1565 | 1895 |
| CCCC1(c2ccccc2)NC(=O)N(CC(=O)Nc2cc(C)on2)C1=O (centres undefined) | 1582 | 1404 |
| Brc1ccc(C2=Nc3cccc4cccc(c34)N2)o1 | 1725 | 1726 |
| Cc1ccc(SCc2cc(=O)[nH]c(/N=C(\N)Nc3cccc4ccccc34)n2)cc1 | 1781 | 1810 |
| COc1ccc(N=C2SC(C(=O)N3CCN(c4ccccc4)CC3)CC(=O)N2C)cc1 (centres undefined) | 1419 | 1770 |
| CCNc1ccc(C(=O)OCC)cc1NC(=O)c1cccc(S(=O)(=O)N(C)c2ccccc2)c1 | 1619 | 1648 |
| COc1cc(C2C3=C(CCCC3=O)Nc3[nH]n(-c4ccccc4)c(=O)c32)cc(OC)c1OC (centres undefined) | 1513 | 1674 |
| Cc1ccc2[nH]c3c(c2c1)SC(C)(C)CC3=O | 1542 | 1699 |
| Cc1ccc(S(=O)(=O)Nc2ccc(C(=O)OCC(=O)N(CCC#N)c3ccccc3)cc2)cc1C | 1617 | 1823 |
| CCc1ccc(NC(=O)C2CCCN(S(C)(=O)=O)C2)cc1 (centres undefined) | 1559 | 1865 |
| Cc1c(C(=O)Nc2ccccc2C(=O)N2CCCC2)cccc1[N+](=O)[O-] | 1640 | 1681 |
| COCCNCCCCSc1ccc(Cl)cc1 | 1477 | 1796 |
| CCC(=O)Nc1ccc(Cl)c(NC(=O)c2ccccc2OC)c1 | 1365 | 1724 |
| O=C(c1sc2ccccc2c1Cl)N1CCN(c2ncccn2)CC1 | 1674 | 1897 |
| COCCNC(=O)c1sc2ncn(CC(=O)Nc3ccc(C)c(Cl)c3)c(=O)c2c1C | 1508 | 1619 |
| CCN(CC)CCOC(=O)c1ccc(NC(=O)c2cn(-c3ccccc3)nc2-c2cccs2)cc1 | 1571 | 1902 |
| Cc1ccc(N2C(=O)N(CC(=O)NCc3ccccc3Cl)C(=O)C2C)cc1 (centres undefined) | 1517 | 1772 |
| Cc1ccccc1N1CCN(C(=S)c2ccccc2)CC1 | 1551 | 1791 |
| CN(C)c1cnn(-c2ccccc2)c(=O)c1Cl | 1434 | 1590 |
| COc1cc2cc(CN(CCc3ccccc3C)C(=S)NCCCN3CCOCC3)c(=O)[nH]c2cc1OC | 1664 | 1713 |
| COc1ccc(-n2cc(CNCCc3cscn3)c(-c3ccccc3Cl)n2)cc1 | 1538 | 1670 |
| O=C(C(c1ccccc1)c1ccccc1)N1CCN(c2ccccn2)CC1 | 1463 | 1809 |
| O=C(O)/C=C\C(=O)Nc1ccc(N2CCN(c3ccc(Cl)cc3)CC2)cc1 | 1570 | 1615 |
| CC(=O)N/C(=C\c1ccccc1)C(=O)Nc1ccc(O)cc1 | 1490 | 1669 |
| O=C(NC1CCCCC1)c1cc(Cl)nc2ccccc12 | 1592 | 1688 |
| O=C(NNC(=S)Nc1ccc(Cl)cc1Cl)C1CC1 | 1513 | 1791 |
| Cc1ccc(NC(=O)C(c2ccc(Cl)cc2)N2CCOCC2)cc1 (centres undefined) | 1606 | 1540 |
| CCN1CCN(CC(O)COCc2ccccc2)CC1 (centres undefined) | 1609 | 1421 |
| COc1ccc(N2CCN(C(=O)c3nc4nc(C)cc(C)n4n3)CC2)cc1 | 1630 | 1826 |
| CCN(Cc1ccccc1)Cc1nnnn1Cc1ccccc1 | 1604 | 1530 |

Exported with two lines to a compound: entries from further up.
Each structure is followed by: SRC3 TRFRET art	SRC1 TRFRET art
O=C(O)/C=C\C(=O)Nc1ccc(N2CCN(c3ccc(Cl)cc3)CC2)cc1
    1570	1615
O=C(C(c1ccccc1)c1ccccc1)N1CCN(c2ccccn2)CC1
    1463	1809

(continued)
| smiles | SRC3 TRFRET art | SRC1 TRFRET art |
| --- | --- | --- |
| COc1ccc(-c2ccc(CCC(=O)O)n2NC(=O)c2ccc(O)cc2)cc1 | 1650 | 1811 |
| CCS(=O)(=O)N1CCN(Cc2ccc([N+](=O)[O-])cc2)CC1 | 1553 | 1865 |
| CCC(=O)NCCc1cc2ccc(C)c(C)c2[nH]c1=O | 1573 | 1540 |
| Cc1ccc(-c2nc(NCc3ccco3)c3ccccc3n2)cc1 | 1485 | 1710 |
| C/C(=N\N=C(N)N)c1ccc(Cl)cc1Cl | 1673 | 1627 |
| CCN(CC)C(=O)CSc1nnc(-c2ccccc2)c(-c2ccccc2)n1 | 1592 | 1605 |
| Fc1ccc(-c2nnc(CN3CCC(c4nc5ccccc5s4)CC3)o2)cc1 | 1780 | 1622 |
| Cc1ccc2cc(CN(Cc3ccco3)C(=S)NCC3CCCO3)c(=O)[nH]c2c1C (centres undefined) | 1778 | 1906 |
| Cc1cc(N2CCCC(C(=O)Nc3cccc4ccccc34)C2)n2ncnc2n1 (centres undefined) | 1560 | 1886 |
| Cc1ccc(-c2ccc(CCC(=O)O)n2NC(=O)c2ccc([N+](=O)[O-])cc2)cc1 | 1817 | 1848 |
| COc1cc2c(cc1OC)CN(CC(=O)NC(=O)NC(C)(C)C)CC2 | 1750 | 1984 |
| CCOc1ccc(/C=C2\SC(=S)N(CC(=O)N(CCO)C(C)(C)C)C2=O)cc1 | 1543 | 1949 |
| COc1ccc(C[C@H]2CN3C(=NC[C@@H]3C)N2CCNC(=O)CCC2CCCCC2)cc1 | 1525 | 1467 |
| Cc1ccc(SCc2ccc(C(=O)Nc3cccnc3)cc2)cc1 | 1488 | 1621 |
| Cn1cc(C(=O)NCc2ccc(F)cc2)cn1 | 1583 | 1730 |
| O=[N+]([O-])c1cccc(NC(=S)NCCc2ccccc2)c1 | 1712 | 1779 |
| COc1ccccc1NC(=S)N(CCc1ccc(OC)c(OC)c1)Cc1ccccn1 | 1725 | 1951 |
| COc1ccc(-n2cc(-c3ccc(OC(F)F)cc3)[n+]3c2CCCCC3)cc1 | 1687 | 1788 |
| COc1ccc(C(=O)C[n+]2ccc3c(c2)nc(-c2ccccc2)n3C)cc1 | 1593 | 1909 |
| O=C(N/N=C/c1cccnc1)c1ccc(Cn2cc([N+](=O)[O-])cn2)o1 | 1518 | 2053 |
| O=C(CN1CCN(c2ccccn2)CC1)NCc1cccs1 | 1459 | 1821 |
| COc1ccc(C2(CNC(=O)c3cccs3)CCOCC2)cc1 | 1473 | 1871 |
| Cc1c(N)c(C(C)(C)C)cc(C(C)(C)C)c1[N+](=O)[O-] | 1668 | 1829 |
| C/C(CC(=O)Nc1ccccc1F)=N\NC(=O)Cc1ccc(Cl)cc1 | 1269 | 1491 |
| CC1(C)OC(=O)C(=CNC(=O)c2c(F)cccc2F)C(=O)O1 | 1375 | 1503 |

Compound profiles, from the list above. Order of values: SRC3 TRFRET art, SRC1 TRFRET art
Profile of COc1cc2c(cc1OC)CN(CC(=O)NC(=O)NC(C)(C)C)CC2 = 1750, 1984
Profile of Cc1ccc(SCc2ccc(C(=O)Nc3cccnc3)cc2)cc1 = 1488, 1621
Profile of COc1ccc(C[C@H]2CN3C(=NC[C@@H]3C)N2CCNC(=O)CCC2CCCCC2)cc1 = 1525, 1467
Profile of CCN(CC)C(=O)CSc1nnc(-c2ccccc2)c(-c2ccccc2)n1 = 1592, 1605

Going on with the list:
| smiles | SRC3 TRFRET art | SRC1 TRFRET art |
| --- | --- | --- |
| Cc1cccc(C2=NC(C(F)(F)F)(C(F)(F)F)c3c(n(-c4ccc(F)cc4)c(=O)[nH]c3=O)N2)c1 | 1448 | 1878 |
| CC(NC(=O)CNC(=S)N(Cc1ccccc1)Cc1cccnc1)c1ccccc1 (centres undefined) | 1563 | 1599 |
| Cc1ccc(NC(C)C(=O)N/N=C/c2c[nH]c3ccccc23)cc1 (centres undefined) | 1439 | 1788 |
| O=C(NC(=S)Nc1ccc(S(=O)(=O)N2CCCC2)cc1)c1cccs1 | 1763 | 1815 |
| CCCCc1nnc(NC(=O)CN2C(=O)c3ccccc3C2=O)s1 | 1891 | 1897 |
| Cc1cccc(NC(=S)Nc2ccc(Cl)c(Cl)c2)c1 | 1490 | 1605 |
| Cc1cc(C)c(S(=O)(=O)c2ccccc2C)c(OCCO)n1 | 1589 | 1811 |
| O=C(N/N=C/c1ccco1)Nc1ccccc1 | 1580 | 1776 |
| CCn1c2ccc(F)cc2c2nc3ccccc3nc21 | 1640 | 1843 |
| CN(C)/C=C(\C#N)C(=O)Nc1ccccc1 | 1512 | 1767 |
| CN1C(=O)c2ccc(C(=O)NCc3ccc4c(c3)OCO4)cc2C1=O | 1276 | 1800 |
| N/C(=N\c1nc(C(F)(F)F)cc(=O)[nH]1)Nc1ccc(Cl)cc1 | 1665 | 2133 |
| COc1cc2nc(SCC(=O)NCCc3ccccc3)n(Cc3ccco3)c(=O)c2cc1OC | 1356 | 1587 |
| CCOC(=O)N1CCN(C(=O)C(=O)NN)CC1 | 1821 | 1776 |
| CC(=O)Nc1ccc(S(=O)(=O)Nc2ccc3c(c2)C(=O)OC3)cc1 | 1464 | 1609 |
| Cc1c(C(=O)NCCCN2CCOCC2)oc2c1C1(CCC2)SCCS1 | 1609 | 1801 |
| Cc1cccc(C(=O)NNC(=O)CN2C(=O)c3ccccc3C2=O)c1 | 1390 | 1788 |
| CC1(C)CC(=O)C2=C(C1)NC1=C(C(=O)c3ccccc31)C2c1ccc(O)cc1 (centres undefined) | 1635 | 1870 |
| CSc1ncc(Cl)c(C(=O)Nc2ccccc2Cl)n1 | 1806 | 1979 |
| O=C(Nc1ccc(Cl)cc1)Nc1nnc(-c2ccncc2)s1 | 1574 | 1784 |
| Cc1cc(C)n(-c2ccc(C(=O)Nc3ccc(C)c(S(=O)(=O)N(C)C)c3)cc2)n1 | 1821 | 2140 |
| C/C(=N\NC(=O)CC#N)c1cc2ccccc2oc1=O | 1580 | 1903 |
| O=C(NCCCNC(=O)c1cncc(O)c1)c1cncc(O)c1 | 1639 | 1713 |
| COc1ccc(OC)c(/C(C)=N/Nc2ccc(C(=O)O)cc2)c1 | 1488 | 2067 |
| CCN(CC)CCCNc1nnc(C)c(=O)[nH]1 | 1637 | 1922 |
| Cc1ccccc1CSCCNC(=S)Nc1ccccc1 | 1585 | 1844 |
| CC(C)Oc1cccc(C(=O)C2CCCN(Cc3ccc4nonc4c3)C2)c1 (centres undefined) | 1986 | 1948 |
| O=c1c2ccccc2[nH]c2ccc(F)cc12 | 1542 | 1604 |
| CCN(CC)c1ccc2c(c1)CCCN2 | 1712 | 1931 |
| CCc1nnc(NC(=O)CSc2nnc(-c3ccc(NS(=O)(=O)c4ccccc4)cc3)o2)s1 | 1420 | 1577 |
| COc1ccc(CCN(C(=O)/C=C/C(=O)O)C2CC(=O)N(c3ccccc3)C2=O)cc1 (centres undefined) | 1598 | 1666 |
| CC1=NN(c2ccccc2)C(=O)/C1=C\c1cn(-c2ccccc2)nc1C | 1518 | 1622 |
| COc1ccccc1NS(=O)(=O)c1ccc(N2CCOCC2)c(NC(=O)c2ccco2)c1 | 1761 | 2036 |
| CCSc1nnc(NC(=O)/C=C/c2ccc3c(c2)OCO3)s1 | 1420 | 2215 |
| COc1ccccc1-c1cc(C(=O)N/N=C\c2cn(C)nc2C)c2ccccc2n1 | 1471 | 1626 |
| COc1ccc(NC(=O)CC2C(=O)N(c3ccc(OC)cc3)C(=S)N2NC(=O)c2cccc(F)c2)cc1 (centres undefined) | 1602 | 1609 |
| COCC(C)NC(=O)c1cccc([N+](=O)[O-])c1 (centres undefined) | 1366 | 1499 |
| Nc1c(Cl)ncnc1N/N=C/c1ccccn1 | 1643 | 1787 |
| CN1C(=O)C(O)(CC(=O)c2ccc(F)cc2)c2cc(Br)ccc21 (centres undefined) | 1507 | 1691 |
| CCNC(=O)COC(=O)c1cc(-c2ccccc2)nn1-c1ccccc1 | 1459 | 1598 |
| NC(CSS(=O)(=O)O)=NCCC12CC3CC(CC(O)(C3)C1)C2 | 1541 | 1664 |

Source: PubChem (The Scripps Research Institute Molecular Screening Center)

Only part of the results is shown; rates above refer to the full screens.
